Source: PubChem (National Center for Advancing Translational Sciences (NCATS))
aGal spleen mod = inhibitors or activators of human alpha-galactosidase in spleen homogenate. P06280. human spleen homogenate, 4MU-alpha-Gal fluorescence, 40 min. Potency, µM (highest dose often 80 µM), for the others: top-dose activity change, negative = inhibition, usual class: inhibitors. actives 0.008% (n = 240,000);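 note: potency is the fitted concentration of half-maximal effect; 0% = enzyme with vehicle and -100% = no enzyme basal signal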
Target sequence (P06280 32-429 limits assumed): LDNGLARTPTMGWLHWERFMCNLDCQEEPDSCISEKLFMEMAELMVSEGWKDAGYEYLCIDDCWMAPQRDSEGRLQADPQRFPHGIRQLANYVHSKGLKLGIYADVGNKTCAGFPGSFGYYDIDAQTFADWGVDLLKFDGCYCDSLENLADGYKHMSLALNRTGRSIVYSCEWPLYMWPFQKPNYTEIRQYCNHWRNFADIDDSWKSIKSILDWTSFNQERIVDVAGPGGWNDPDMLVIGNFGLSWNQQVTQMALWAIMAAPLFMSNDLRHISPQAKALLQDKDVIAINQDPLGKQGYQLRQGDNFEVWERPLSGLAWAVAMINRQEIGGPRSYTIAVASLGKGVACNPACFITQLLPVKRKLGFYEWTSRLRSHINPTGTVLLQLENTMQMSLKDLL
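Human spleen homogenate (1 ug) as enzyme source, 4-methylumbelliferyl-alpha-D-galactopyranoside 1 mM final, citrate/phosphate pH 5.0 with 0.01% Tween-20. Compounds 40 min at 37C, NaOH/glycine stop; fluorescence Ex 365/Em 440, Hill-fit AC50.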
TRb SRC2 PPI = disrupts binding of human TR beta to SRC2 | Potency, µM (top dose mostly 106 µM), without a hit: top-dose activity change, negative = inhibition, hits mostly inhibitors | TRbeta-SRC2 peptide binding, fluorescence polarization; receptor liganded with 1 µM T3 | P10828 | actives 0.065% (n = 280,000);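 note: potency is the fitted concentration of half-maximal effect; plate controls were bound peptide for no effect and peptide without receptor for full effect; nearly all actives have a fitted effect of over 50% in size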
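Quantitative HTS by FP: 0.6 uM TRb LBD, 20 nM labeled SRC2 20-mer, 1 uM T3, 5% DMSO; 5 hr ambient incubation; % activity per concentration and potencies from concentration series.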
Tau fluor cs = counter-screen for tau fibril formation inhibitors; tau K18 P301L (four-repeat tau fragment) Alexa594 fluorescence, heparin fibrillization; actives 0.93% (n = 280,000); AID 1463; Potency, µM (titrated, usually from 57.7 µM), for inactives: top-dose activity change, negative = decrease; note: potency is the fitted concentration of half-maximal effect; % is set by controls: 0 for no effect and ±100 for the full control effect; nearly all actives have a fitted effect of over 55% in size
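Human K18 P301L tau (15 uM unlabeled plus 0.24 uM Alexa 594-labeled, final) in 100 mM sodium acetate pH 7 was mixed with compound and 20 uM heparin and incubated 6 hr at 37 C.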
NPSR antag = neuropeptide S receptor (human) antagonism, cAMP; Potency, µM (titrated, usually from 38.3 µM), for inactives: at the highest dose activity change, negative = inhibition, actives largely listed as inhibitors; AID 1461; Q6W5P4; CHO-NPSR cells, cAMP TR-FRET, antagonist mode; actives 1% (n = 220,000); note: potency is the fitted concentration of half-maximal effect; % is set by controls: 0 for no effect and ±100 for the full control effect; nearly all actives have a fitted effect of over 50% in size; many of its hits are not listed in these tables
Epigenetic reg = derepresses silenced GFP reporter in murine cells | murine LDR cells, GFP reporter derepression, 30 h | Potency, µM (highest dose often 53.9 µM), inactives show at the top dose GFP activation, usual class: activators | actives 0.2% (n = 280,000) | AID 1865; note: potency is the fitted concentration of half-maximal effect; % of control where 0% means no effect; nearly all actives have a fitted effect of over 60% in size
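Readout is the number of GFP-expressing murine LDR cells, counted by cytometry following washing. Cells were treated with compound for 30 h at 37 C; the stably integrated CMV-GFP locus is normally silent.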
Tau FP inhib = tau fibrillization inhibition (FP); P10636; K18 P301L tau heparin fibrillization, Alexa594 FP, 6 h; Potency, µM (titrated, usually from 57.7 µM), without a hit: at the highest dose activity, negative = inhibition, usual class: inhibitors; actives 0.39% (n = 280,000); note: potency is the fitted concentration of half-maximal effect; % is set by controls: 0 for no effect and ±100 for the full control effect; nearly all actives have a fitted effect of over 55% in size
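Compound effects on tau fibrillization are measured by Alexa 594 fluorescence polarization (ex 555, em 632 nm). K18 P301L tau is used at 15 uM with 0.24 uM labeled tracer, and 20 uM heparin induces aggregation over 6 hr at 37 C.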
TR SRC2 fluor cs = alters Texas Red total fluorescence, flagging assay interference. TRb/SRC2 Texas Red total fluorescence interference. Potency, µM (doses to about 106 µM), for inactives: top-dose fluorescence change, negative = quenching. actives 0.29% (n = 280,000); active = well fitted curve in either direction with a large enough effect; inconclusive = small, poorly fitted or top-dose-only effect; note: potency is the fitted concentration of half-maximal effect; % is set by controls: 0 for no effect and ±100 for the full control effect
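Flags fluorescent or light-absorbing compounds by total fluorescence, S + 2P, at 555 nm excitation and 632 nm emission. Mixture: 20 nM Texas Red SRC2 peptide, 0.6 uM human TRb LBD, 1 uM T3, 5% DMSO; compound exposure 5 h at ambient temperature.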
CBFb RUNX1 block = inhibitors of human CBF-beta and RUNX1 interaction. Q01196+Q13951. AlphaScreen CBFb-His/RUNX1-biotin binding, biochemical. Potency, µM (top dose mostly 59.8 µM), inactives show at the top dose activity, negative = inhibition, most hits filed as inhibitors. 230,000 tested, under 10 active. AID 1477; note: % of control where 0% means no effect
Target sequence (Q01196 whole entry, looked up): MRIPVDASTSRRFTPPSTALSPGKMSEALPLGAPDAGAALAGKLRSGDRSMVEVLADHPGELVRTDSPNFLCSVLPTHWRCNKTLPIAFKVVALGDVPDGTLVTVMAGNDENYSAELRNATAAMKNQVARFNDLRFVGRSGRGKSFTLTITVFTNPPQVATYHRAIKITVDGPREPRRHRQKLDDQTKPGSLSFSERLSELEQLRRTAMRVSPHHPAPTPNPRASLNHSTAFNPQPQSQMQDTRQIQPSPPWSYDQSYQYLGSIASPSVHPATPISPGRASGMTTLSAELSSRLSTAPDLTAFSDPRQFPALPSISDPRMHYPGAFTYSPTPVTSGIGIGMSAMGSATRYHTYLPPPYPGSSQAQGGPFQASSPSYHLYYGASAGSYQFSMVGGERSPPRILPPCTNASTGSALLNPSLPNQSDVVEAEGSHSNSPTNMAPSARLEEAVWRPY
Target sequence (Q13951 whole entry, looked up): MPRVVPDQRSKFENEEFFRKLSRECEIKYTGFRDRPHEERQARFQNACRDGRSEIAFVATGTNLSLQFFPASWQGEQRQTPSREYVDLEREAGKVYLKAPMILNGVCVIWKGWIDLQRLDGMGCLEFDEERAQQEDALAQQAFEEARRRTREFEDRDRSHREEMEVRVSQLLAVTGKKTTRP
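CBF-beta (His) and RUNX1 (biotin), 30 nM each; 20 min preassociation; + compound, 15 min; + beads 50 ng each (Ni, streptavidin), 90 min; RT; AlphaScreen read.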
The depositor's hits bear a star; ? = inconclusive; nt = no result given; & = joins results of further samples; [ ] = dose if it differs, or a comment. Unless noted, calls come from the whole dose curve; as a rule, active = well fitted curve in the direction sought with a large enough effect; inconclusive = small, poorly fitted or top-dose-only effect, or another doubt; inactive = no such curve, though single readings can be large; an effect the other way counts as inactive or inconclusive. A portion of the library; count on the stated rates, not on these rows.

mol,aGal spleen mod,TRb SRC2 PPI,Tau fluor cs,NPSR antag,Epigenetic reg,Tau FP inhib,TR SRC2 fluor cs,CBFb RUNX1 block
CCOC(=O)c1ccc(N2C(=O)CC(N3CCC(C(N)=O)(N4CCCCC4)CC3)C2=O)cc1 (stereo unspecified),1%,0%,-3%,13%[46.1 µM],2.4%,-2%,1%,6%
CCCCCCSc1nc(O)c(C2OC(=O)c3c2ccc(OC)c3OC)c(=O)n1CC (stereo unspecified),8%,-3%,-5%,-6%[46.1 µM],-5.9%,2%,1%,-2%
Cc1ccc(NC(=O)c2c(NC(=O)c3ccc(F)cc3)sc3c2CCCC3)cc1C,nt,-1%,-9%,nt,-1.6%,-4%,-1%,nt
O=C(O)COc1cccc2c1CCC=C2CCO/N=C(\c1ccccc1)c1cccnc1,20%,-1%,nt,nt,nt,nt,-10%,-1%
Oc1cccc(-c2nc3ccccc3s2)c1,4%,-4%,-26%,-5%[46.1 µM],-1.1%,-1%,-3%,8%
CCN(CC)c1ncnc2c1cnn2Cc1ccc(Cl)cc1,-2%,-3%,-6%,26%,1.0%,-5%,0%,10%
COc1ccccc1CNC(=O)CCn1c(=O)sc2ccccc21,1%,-4%,0%,4%,-0.1%,1%,2%,2%
S=C(NCC1CCCO1)Nc1ccccc1Cl (stereo unspecified),-2%,3%,4%,16%,0.0%,2%,-2%,0%
CCOC(=O)N1CCN(CC(=O)Nc2cc(OC)c(OC)cc2C#N)CC1,5%,4%,3%,3%,-1.3%,12%,2%,14%
Cc1cc(C)c(S(=O)(=O)Nc2ccc[nH]c2=O)c(C)c1,1%,5%,5%,-5%[46.1 µM],-3.0%,2%,-3%,-6%
COc1ccc(C(OCCN2CCC[C@@H](C(=O)O)C2)(c2ccc(OC)cc2)c2ccc(OC)cc2)cc1,-1%,0%,-12%,nt,0.3%,-7%,1%,3%[21.7 µM]
COc1ccc(S(=O)(=O)CCC(=O)Nc2ccc(OC)cc2OC)cc1,3%,-4%,7%,5%[46.1 µM],-1.0%,8%,1%,2%
COc1ccc(NC(=O)C2CCN(S(=O)(=O)c3c(C)noc3/C=C/c3cccs3)CC2)cc1Cl,nt,-9%,-18%,nt,0.7%,16µM*,0%,nt
CCN(CC)CCCNC(=O)c1[nH]c(C)c(C(=O)NC2CCCCC2)c1C,6%,-1%,-2%,2%[46.1 µM],-1.0%,0%,-3%,11%
CCN1CCN(c2nc3c(C)cccn3c(=O)c2/C=C(\C#N)S(=O)(=O)c2ccc(Cl)cc2)CC1,-1%,-10%,-20%,-18%[7.67 µM],-1.4%,-4%,-4%,-4%
CC(N=C1NS(=O)(=O)c2ccccc21)C(=O)NCc1ccc2c(c1)OCO2 (stereo unspecified),1%,-8%,-5%,-5%[46.1 µM],-2.6%,-5%,-1%,0%

Molecules from the list above that contain a thiophene ring, fused or not, in the order listed:
mol,aGal spleen mod,TRb SRC2 PPI,Tau fluor cs,NPSR antag,Epigenetic reg,Tau FP inhib,TR SRC2 fluor cs,CBFb RUNX1 block
Cc1ccc(NC(=O)c2c(NC(=O)c3ccc(F)cc3)sc3c2CCCC3)cc1C,nt,-1%,-9%,nt,-1.6%,-4%,-1%,nt
COc1ccc(NC(=O)C2CCN(S(=O)(=O)c3c(C)noc3/C=C/c3cccs3)CC2)cc1Cl,nt,-9%,-18%,nt,0.7%,16µM*,0%,nt

Copied from the list.
Cc1ccc(NC(=O)c2c(NC(=O)c3ccc(F)cc3)sc3c2CCCC3)cc1C | TRb SRC2 PPI: -1%
CC(N=C1NS(=O)(=O)c2ccccc21)C(=O)NCc1ccc2c(c1)OCO2 (stereo unspecified) | TR SRC2 fluor cs: -1%

Returning to the listing with the 2 entries that preceded the break.
mol,aGal spleen mod,TRb SRC2 PPI,Tau fluor cs,NPSR antag,Epigenetic reg,Tau FP inhib,TR SRC2 fluor cs,CBFb RUNX1 block
CCN1CCN(c2nc3c(C)cccn3c(=O)c2/C=C(\C#N)S(=O)(=O)c2ccc(Cl)cc2)CC1,-1%,-10%,-20%,-18%[7.67 µM],-1.4%,-4%,-4%,-4%
CC(N=C1NS(=O)(=O)c2ccccc21)C(=O)NCc1ccc2c(c1)OCO2 (stereo unspecified),1%,-8%,-5%,-5%[46.1 µM],-2.6%,-5%,-1%,0%
CC(C)(C)c1ccc2c(c1)OC(C(=O)N/N=C/c1ccc([N+](=O)[O-])o1)CO2 (stereo unspecified),-2%,-13%,?,3%[7.67 µM],2.5%,13%,-8%,-20%
COC(=O)CN1C(=O)CSc2ccc(S(=O)(=O)N3CCOCC3)cc21,nt,4%,3%,nt,3.2%,1%,0%,nt
CCOc1cc2c(cc1OCC)C(CC(=O)OC)N(C(=O)Nc1cc(OC)ccc1OC)CC2 (stereo unspecified),nt,2%,-4%,nt,?,3%,-2%,nt
O=[N+]([O-])c1ccc(S(=O)(=O)NCCN2CCOCC2)cc1,1%,-7%,14%[2.34 µM],2%,1.1%,-4%,-3%,2%
Cc1ccc(NC(=O)CSc2nnc(/N=C/N(C)C)s2)cc1,-2%,3%,-11%,15%,0.0%,1%,-3%,0%
CC(C)Oc1ccc(CNC(=O)CCn2c(=O)c3cccn3c3ccc(F)cc32)cc1,nt,3%,?,nt,0.0%,-7%,9%,nt
Cc1oc2ncn(CC(C)C)c(=O)c2c1C(=O)Nc1ccc(Cl)cn1,nt,0%,-12%,nt,-1.3%,-11%,-1%,nt
COc1cccc(C2CC(c3ccccc3)Nc3ncnn32)c1 (stereo unspecified),-5%,2%,5%,18%[46.1 µM],0.9%,4%,-2%,?
Cc1ccc(S(=O)(=O)N2CCC(=O)N(C(COCc3ccc(C(F)(F)F)cc3)C(C)C)CC2)cc1 (stereo unspecified),3%,0%,-10%,-33%,-1.8%,10%,0%,-2%[2.36 µM]
COC(=O)c1ccc2c(=O)n(CC3CCCO3)c(SCC(=O)NCCc3ccc(S(N)(=O)=O)cc3)nc2c1 (stereo unspecified),-2%,0%,0%,0%,5.1%,11%,0%,1%
COc1ccc(Cl)cc1NC(=O)c1cc(-c2ccc(C)cc2O)n[nH]1,4%,1%,-20%,-24%,-1.3%,-12%,2%,-8%
CSCC[C@H](NC(=O)C(C)Oc1ccc(Cl)cc1)c1nc2ccccc2[nH]1 (stereo partly specified),-3%,3%,-18%,0%,-3.0%,3%,-1%,-16%
O=C(Cn1ncc2c3ccccc3n(Cc3ccc(Cl)cc3)c2c1=O)NCCC1=CCCCC1,nt,-1%,-2%,nt,-3.2%,3%,-1%,nt
CCOc1ccc(CNC(=O)c2cccc(NC(=O)N3CCSc4ncccc43)c2)cc1,nt,-2%,-10%,nt,0.0%,-1%,1%,nt
Cc1ccc(-c2csc3nnc(SCc4csc(C)n4)n23)cc1,5%,-1%,5%,-13%[46.1 µM],0.0%,3%,-4%,0%
COc1ccc(-n2cc(-c3ccccc3)nc2SCC(=O)Nc2ccccc2)cc1Cl,nt,0%,?,nt,-1.3%,?,-3%,nt
Cc1ccc(CNC(=O)C2CCN(S(=O)(=O)c3cccc4nonc34)CC2)cc1,nt,-4%,-12%,nt,-1.8%,-9%,1%,nt
Cc1ccc(NCN2C(=O)C3CC=CCC3C2=O)cc1 (stereo unspecified),5%,-6%,-2%,-5%[46.1 µM],0.0%,-3%,-1%,11%
CCCN(C(=O)Cn1ncc2c1-c1ccccc1OC2)c1cccc(C)c1,nt,-20%[53 µM],-24%,nt,0.0%,10%,-50%[53 µM],nt
C[C@@H](CN1CCC(Cc2ccccc2)CC1)[C@@H](O)c1ccc(O)cc1,9%&-1%,-4%&-7%,-6%&-11%,3%[46.1 µM],2.3%&-0.3%,-7%&-2%,-1%&2%,-2%
CCCc1nnc(NC(=O)C2CCCO2)s1 (stereo unspecified),1%,-14%,-1%,-8%[46.1 µM],-0.7%,0%,-2%,5%
CCN(CC)S(=O)(=O)c1nnc(NC(=O)c2ccc(C)cc2)s1,nt,-6%,-26%,nt,2.8%,-6%,-9%,nt
COc1cccc(-n2c(=O)c3cc(OC)c(OC)cc3n(CC(=O)Nc3ccc(F)cc3)c2=O)c1,nt,-3%,-4%,nt,16%,?,-2%,nt
CCOC(=O)CSc1nnc(-c2ccc(S(=O)(=O)N3CCOCC3)cc2)n1-c1ccccc1,-2%,7%,5%,-12%[46.1 µM],-4.8%,-1%,-1%,9%
O=C(O)c1sccc1S(=O)(=O)N1CCN(c2ccc(C(F)(F)F)cn2)CC1,-1%,-7%,-12%,-13%,1.1%,2%,0%,3%
CSCCC(NC(C)=O)C(=O)Oc1ccc2c3c(c(=O)oc2c1)CCCC3 (stereo unspecified),?,-7%,-15%,-6%[46.1 µM],-1.1%,4%,0%,17%
c1ccc2c(c1)CCN(c1ncnc3nc[nH]c13)C2,-4%,-6%,-7%,16%,-1.0%,8%,-1%,10%
CC(C)(ONC(=O)Nc1ccccc1Cl)C(=O)O,15%,-4%,-11%,-9%,3.3%,0%,-2%,11%
COc1ccc(N2C(=O)C3CCCN3C2c2ccc(C)o2)cc1 (stereo unspecified),-3%,4%,-4%,8%,-0.1%,-7%,-1%,6%
CC1CCCCC1NC(=O)COC(=O)COc1ccc(Cl)cc1 (stereo unspecified),8%,2%,-5%,-5%[46.1 µM],1.8%,11%,-4%,6%
O=c1c(Cc2ccccc2)c(O)nc2n1CCS2,-7%,-1%,-3%,0%[46.1 µM],0.1%,0%,-1%,2%
COc1ccccc1CCNC(=O)c1cnn2c(C(F)F)cc(C)nc12,-4%,5%,-7%,-2%,-1.0%,-1%,1%,1%
